Screening data as filed in PubChem BioAssay.
inhibitors of VEEV: inhibitors of VEEV TC-83 cytopathic effect, confirmation, Vero cells (AID 588727); Vero cells, VEEV TC-83 cytopathic effect inhibition; higher % means a stronger effect; inhibition, % at 20 µM; hits with a dose series show IC50 in µM; 350,000 tested, 0.13% active; in the data active = a potency from the dose series; inconclusive = inhibition mostly from about 14% at the one dose, without a potency; inactive = the rest, 99 in 100 with inhibition below about 12%; also: strong numbers were not always called active
tuberculosis growth: growth inhibition of non-replicating M. tuberculosis (AID 488890) | Mycobacterium tuberculosis non-replicating, growth inhibition; higher % means a stronger effect | one-dose inhibition, % at 25 µM; IC50 in µM for titrated hits | 320,000 tested, 0.39% active; in the data active = a potency from the dose series; inconclusive = inhibition mostly from about 82% at the one dose, without a potency; inactive = the rest, 99 in 100 with inhibition below about 76%;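 also: plate controls were DMSO cells for no effect and high antibiotic wells for full effect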
H37Rv inhibition: M. tuberculosis growth inhibition, HTS (AID 449762) | M. tuberculosis H37Rv growth inhibition, 7H9 media; higher % means a stronger effect | one-dose inhibition, % at 25 µM; IC50 in µM for titrated hits | 330,000 tested, 0.59% active; in the data active = a potency from the dose series; inconclusive = inhibition above about 70% without an active follow-up result;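 also: bacterial growth assessed after seven days of incubation; strong numbers were not always called active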
Salmonella PhoP GFP: Inhibition of PhoP regulon, Salmonella typhi GFP reporter cells, confirmation, 4 h (AID 1850). inhibition, % at 50 µM, or IC50 in µM where a hit was titrated. 310,000 tested, 0.33% active. Salmonella Typhi PhoP-promoter GFP reporter, fluorescence, 4 h; higher % means a stronger effect; in the data active = a potency from the dose series; inconclusive = inhibition mostly from about 25% at the one dose, without a potency; inactive = the rest, 99 in 100 with inhibition below about 19%;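 also: 0% = induced wells with vehicle and 100% = uninduced wells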
influenza NS1A: NS1A inhibition, H1N1 influenza, cell based functional assay (AID 504329). NS1A functional cell-based assay, percent inhibition; higher % means a stronger effect. inhibition, % at 12.5 µM, or IC50 in µM where a hit was titrated. 340,000 tested, 0.3% active; in the data active = a potency from the dose series; inconclusive = inhibition above about 27% without an active follow-up result; also: strong numbers were not always called active
inhibitors of VEEV 10K pilot screen: further read-out of inhibitors of VEEV, marked with its call; inhibition, %; measured here: 10K pilot screen inhibition
* hit, by the source's call; i = inactive; ? = inconclusive; . = not tested or not shown.

Start of the data: the first 5 entries, ahead of the listing:
SMILES	inhibitors of VEEV	tuberculosis growth	H37Rv inhibition	Salmonella PhoP GFP	influenza NS1A	others
O=C(Nc1nnc(SCc2ccc(Cl)cc2)s1)c1cnccn1	0.9%	?	10%	-7%	-1%
O=C(NCCC(c1ccccc1)c1ccco1)c1cccs1 (stereo unspecified)	0.2%	61%	-2%	8%	-16%
CN1CCCN(C(=O)CSc2ccccc2)CC1	i	-13%	-7%	7%	-2%
CCCCOC(=O)/C(=C\c1ccc([N+](=O)[O-])o1)NC(=O)c1ccccc1	0.1%	-17%	-5%	6%	9%
COC(=O)C1=C(C(=O)OC)[C@@H]2N(Cc3ccccc3)c3ccccc3[C@@]23C[C@@H](C(=O)OC)N=C3N1	0.0%	-22%	-3%	4%	13%

Main list, from the start:
SMILES	inhibitors of VEEV	tuberculosis growth	H37Rv inhibition	Salmonella PhoP GFP	influenza NS1A	others
O=C(Nc1nnc(SCc2ccc(Cl)cc2)s1)c1cnccn1	0.9%	?	10%	-7%	-1%
O=C(NCCC(c1ccccc1)c1ccco1)c1cccs1 (stereo unspecified)	0.2%	61%	-2%	8%	-16%
CN1CCCN(C(=O)CSc2ccccc2)CC1	i	-13%	-7%	7%	-2%
CCCCOC(=O)/C(=C\c1ccc([N+](=O)[O-])o1)NC(=O)c1ccccc1	0.1%	-17%	-5%	6%	9%
COC(=O)C1=C(C(=O)OC)[C@@H]2N(Cc3ccccc3)c3ccccc3[C@@]23C[C@@H](C(=O)OC)N=C3N1	0.0%	-22%	-3%	4%	13%
Cc1cc(S(=O)(=O)Nc2cccc(O)c2)c(C)s1	0.1%	-9%	-10%	-7%	9%
C=C(C)COc1ccc(-c2ncnc(C(F)(F)F)c2-c2ccccc2)c(O)c1	0.8%	2%	-1%	-4%	-5%
Cc1nc2ccccn2c1C(=O)N/N=C/c1ccc(F)cc1	0.7%	-10%	0%	-1%	3%
CCOC(=O)CC1ON(C)C(=O)N1c1ccc(Cl)cc1Cl (stereo unspecified)	1.6%	28%	4%	7%	-2%
COC(=O)Cn1cnc2c(cnn2-c2ccc(C)cc2)c1=O	1.1%	12%	3%	-7%	-14%
COc1ccccc1NC(=O)CSCc1cc(=O)n2c(C)csc2n1	2.2%	-14%	-2%	0%	-2%
c1ccc2c3n(nc2c1)CCCO3	0.5%	-2%	-8%	.	5%
CC1CCC(NC(=O)c2ccc(N3CCCC3=O)cc2)CC1 (stereo unspecified)	0.8%	18%	0%	-4%	3%
CCC(=O)N1CCNC(=O)C1CC(=O)Nc1ccc(C)c(Cl)c1 (stereo unspecified)	1.1%	-1%	0%	-2%	0%
Cc1nc2c(C#N)c(-c3ccc(Cl)cc3)ccn2n1	0.5%	31%	3%	4%	-5%

Next section (4 carried over from the part before).
SMILES	inhibitors of VEEV	tuberculosis growth	H37Rv inhibition	Salmonella PhoP GFP	influenza NS1A	others
c1ccc2c3n(nc2c1)CCCO3	0.5%	-2%	-8%	.	5%
CC1CCC(NC(=O)c2ccc(N3CCCC3=O)cc2)CC1 (stereo unspecified)	0.8%	18%	0%	-4%	3%
CCC(=O)N1CCNC(=O)C1CC(=O)Nc1ccc(C)c(Cl)c1 (stereo unspecified)	1.1%	-1%	0%	-2%	0%
Cc1nc2c(C#N)c(-c3ccc(Cl)cc3)ccn2n1	0.5%	31%	3%	4%	-5%
COc1ccc(CCNC(=O)C2CCN(C(=O)c3ccc(Br)cc3)CC2)cc1OC	0.3%	-4%	-4%	-1%	-26%
O=C(NCCc1ccccc1)c1ccc(NC2=NC3CS(=O)(=O)CC3S2)cc1 (stereo unspecified)	1.1%	-20%	-2%	-1%	-20%
O=[N+]([O-])c1cc(O)c2ncccc2c1	.	?	?	14µM*	.
COc1ccc(NC(=O)CN(C)C(=O)CNC(=O)c2sc3ccccc3c2Cl)cc1	4.6%	17%	24%	.	-14%
Cc1[nH]c2ccc(C(=O)Nc3ccncc3)cc2c1C	0.4%	6%	4%	53%	-6%
NC(=O)CSc1nnc(NC(=O)c2cccc(S(=O)(=O)N3CCCCC3)c2)s1	0.5%	19%	-3%	1%	6%
COc1ccc(CC(=O)NCc2ccco2)cc1OC	0.2%	-9%	-2%	10%	8%
O=C(c1ccncc1)N1CCN(S(=O)(=O)c2ccc(OC(F)(F)F)cc2)CC1	1.6%	8%	2%	.	-9%
O=C(CN1CCCCC1)Nc1cc(Cl)ccc1Cl	0.3%	-3%	-6%	6%	6%
CC1C/C(=N/Nc2ccc([N+](=O)[O-])cc2[N+](=O)[O-])CC(C)(C)C1 (stereo unspecified)	0.2%	13%	18%	3%	46µM*
Cc1occc1-c1nnc(SCC(=O)N2CCCCC2C)o1 (stereo unspecified)	2.7%	9%	-1%	.	-18%
O=C1c2ccc3c4c(ccc(c24)C(=O)N1c1ccc2ccccc2c1)CC3	1.6%	-5%	-2%	12%	1%
O=C1CCCC2=C1C(c1ccc(O)cc1)c1c(ccc3ccccc13)N2 (stereo unspecified)	5.3%	17%	-6%	10%	.
Cc1cc(=O)oc2cc(OCC(=O)N/N=C/c3cc([N+](=O)[O-])ccc3O)ccc12	2.8%	63%	-4%	-7%	-12%
CN1C(=O)N(C)C(=O)C2(Cc3cc([N+](=O)[O-])ccc3N(C)C2c2ccccc2)C1=O (stereo unspecified)	6.0%	20%	-1%	-2%	-5%
CSc1ncccc1C(=O)Nc1cccc(S(=O)(=O)N2CCOCC2)c1	2.4%	3%	-3%	.	-6%
O=C(NC(=S)Nc1ccc(-c2ccccc2)cc1)c1ccccc1	0.3%	.	.	.	6%
C/C(=N/NS(=O)(=O)c1ccc(Cl)cc1)c1cccc(NC(=O)c2ccc(Cl)cc2Cl)c1	6.6%	18%	12%	-11%	-5%
O=C(NNC(=S)Nc1cccc(C(F)(F)F)c1)c1ccccc1Cl	1.5%	36%	3%	-6%	5%
CSc1nn2cc(CCN3CCOCC3)c(-c3ccc(F)cc3)nc2c1C#N	0.1%	5%	1%	15%	1%
COc1ccc(C(CNC(=O)c2cc3c(s2)CCC(C)C3)N2CCOCC2)cc1 (stereo unspecified)	2.2%	42%	9%	.	2%
Cc1cccc(NC(=O)C(CC(C)C)NC(=O)C2CCC(C)CC2)n1 (stereo unspecified)	1.9%	2%	0%	-8%	-1%
CN(C)CCn1cnc2c1c(=O)[nH]c(=O)n2Cc1ccccc1	i	-11%	-1%	3%	18%
CC1CCCCN1C(=O)CSc1nc2ccccc2n1CC(=O)N1CCc2ccccc21 (stereo unspecified)	i	11%	-3%	-4%	0%
COc1ccc(C(=O)C2CCCN(C(=O)c3csc(C(C)=O)c3)C2)c(C)c1 (stereo unspecified)	2.2%	-4%	-6%	5%	0%
CCOc1cc2[nH]c(=O)n(CCCCC(=O)NCc3ccco3)c(=O)c2cc1OCC	7.4%	-18%	-4%	-1%	8%
Cc1nc(NC(=O)C(Cl)Cl)sc1C(=O)N(C)C	1.1%	22%	2%	-2%	-7%
COc1ccc(-c2noc(CCC(=O)Nc3cccc(C)c3)n2)cc1	1.9%	i	?	26%	1%
Cc1ccc(-c2noc(CCC(=O)NCCc3ccccc3Cl)n2)cc1	0.9%	53%	5%	-1%	-2%
C[N+](C)(C)CC(=O)N1CCN(c2ccc3ccccc3n2)CC1	0.3%	-3%	1%	4%	-2%

Quoted at random: 2 compounds from above, in no set order.
SMILES	inhibitors of VEEV	tuberculosis growth	H37Rv inhibition	Salmonella PhoP GFP	influenza NS1A	others
CCCCOC(=O)/C(=C\c1ccc([N+](=O)[O-])o1)NC(=O)c1ccccc1	0.1%	-17%	-5%	6%	9%
Cc1nc2ccccn2c1C(=O)N/N=C/c1ccc(F)cc1	0.7%	-10%	0%	-1%	3%

The listing continues.
SMILES	inhibitors of VEEV	tuberculosis growth	H37Rv inhibition	Salmonella PhoP GFP	influenza NS1A	others
COc1ccc(NCC(O)COc2ccc(C(C)(C)C)cc2)cc1 (stereo unspecified)	2.3%	76%	3%	11%	23%
Cc1cc(O)c2c3c(c(=O)oc2c1)CCC(C)C3 (stereo unspecified)	0.1%	10%	0%	-3%	-5%
COCCNC(=O)c1c[nH]c2ccc(S(=O)(=O)N3CCOCC3)cc2c1=O	1.9%	-2%	1%	-4%	10%
COc1ccccc1NC(=O)CN1C(=O)C2(OCCCO2)c2ccccc21	1.4%	17%	-5%	-10%	-6%
Cc1cc([N+](=O)[O-])nn1CC(=O)NCc1nc2ccccc2[nH]1	0.3%	-4%	-3%	-2%	-10%
O=C1CCCN1c1ccc(S(=O)(=O)NCc2ccco2)cc1	2.3%	0%	-11%	-4%	-3%	inhibitors of VEEV 10K pilot screen=0.9
Cc1ccc(C(=O)N2CC(=O)NC(=O)C2)cc1	i	-17%	-5%	2%	-1%
O=C(Cn1c(C(F)(F)F)nc2ccccc21)N/N=C/c1ccco1	0.3%	11%	0%	13%	1%
CCOC(=O)c1nc(Nc2ccc(Nc3ccccc3)cc2)c2ccccc2n1	7.4%	.	.	.	11%
COc1ccc(NC(=O)CSc2nc3ccccc3nc2N2CCOCC2)c(OC)c1	13%	42%	0%	6%	10%	inhibitors of VEEV 10K pilot screen=4.3
CCOC(=O)C1CCN(S(=O)(=O)c2c(C)noc2C)CC1	4.1%	-10%	-9%	-2%	-3%
Cc1cc(O)c(C(C)C)cc1NC(=O)Nc1ccc([N+](=O)[O-])cc1	2.3%	.	.	.	7%
O=C(Nc1ccc2ccccc2c1)NC1CCS(=O)(=O)C1 (stereo unspecified)	i	0%	-5%	-6%	-8%
COc1ccc(NC(=O)CSc2nncn2N)c(OC)c1	0.2%	-2%	-3%	-5%	4%
CCOC(=O)CCNC(=O)N1CCCC(CCC(=O)N(C)CCc2ccccn2)C1 (stereo unspecified)	i	-14%	3%	-9%	-2%
Cc1cc(NC(=O)C(C)SCC(=O)OCC(=O)N(Cc2ccccc2)C(C)(C)C)no1 (stereo unspecified)	1.5%	-1%	-18%	-1%	0%
CS(=O)(=O)C1=NN2C(=N)/C(=C\c3ccc(OC(=O)c4ccco4)cc3)C(=O)N=C2S1	7.8%	?	?	8%	11%
CCOc1ccc(S(=O)(=O)NCC(c2ccc3c(c2)OCO3)N2CCN(C)CC2)cc1 (stereo unspecified)	0.1%	8%	-1%	10%	8%
Cc1sc2c(c1C)C(=O)/C(=C\Nc1ccncc1)S(=O)(=O)N2C	0.5%	2%	-5%	-8%	-1%
CC(CN1CCN(C)CC1)OC(=O)c1ccccc1Cl (stereo unspecified)	0.7%	-2%	2%	-5%	-2%
COc1cccc(CN(C(=O)c2cccs2)C2CCS(=O)(=O)C2)c1 (stereo unspecified)	i	6%	-2%	-2%	10%
O=C(/C=C/c1ccco1)NC1=NCCS1	i	-3%	-6%	-6%	21%
COc1ccc([C@H]2CC(=O)C=C(c3cccc(Br)c3)C2)cc1OC	4.5%	13%	10%	.	7%
CCOC(=O)C1CCN(S(=O)(=O)c2ccc(NC(=O)OC)cc2)CC1	i	7%	-2%	6%	5%
O=C(CCC(=O)N1CCN(C(=O)c2ccco2)CC1)c1ccc(F)cc1	1.2%	-4%	5%	1%	-8%	inhibitors of VEEV 10K pilot screen=1.5
CCCCNc1c([N+](=O)[O-])cc(C(=O)O)cc1[N+](=O)[O-]	i	40%	4%	0%	26%
O=C(O)[C@H](Cc1ccccc1)NC(=O)N1CCOCC1	0.8%	4%	6%	-3%	-16%
CCN(CC)CC(=O)Nc1scc2c1c(=O)oc1ccccc12	1.9%	16%	3%	1%	-7%
COc1ccc(C(CCN2CCCC2)c2c(OC)cc(OC)c3c(-c4ccccc4)cc(=O)oc23)cc1 (stereo unspecified)	2.8%	?	?	13%	-8%	inhibitors of VEEV 10K pilot screen=3.2
Cc1cc2nn(-c3ccc(F)cc3)nc2cc1N	1.3%	29%	4%	3%	15%
CCOC(=O)Cc1nnc(NC(=O)C(CC)Sc2nncn2C)s1 (stereo unspecified)	0.7%	.	2%	.	30%
CCOc1ccc(S(=O)(=O)Nc2ccc(C(=O)NCC(c3ccccc3)N(C)C)cc2)cc1 (stereo unspecified)	2.3%	19%	0%	-2%	2%

Not a hit list; 1.5% or so of the library scored in one or more.
